Calpain2 inh: inhibitors of pig calpain II, primary screen, biochemical, fluorogenic peptide substrate, 1536-well | purified calpain II, 30 min | inhibition, % at 16 µM | actives 0.37% (n = 220,000) | AID 1236, 2008;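 active means inhibition above about 50%, limit read from the data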
eIF4E 4G PPI: eIF4E–eIF4G protein interaction inhibitors, primary screen, biochemical, uHTS, TR-FRET, eIF4GI fragment | inhibition, % at 21.7 µM | actives 0.37% (n = 220,000) | TR-FRET eIF4E-eIF4GI(517-606) binding, 2 h | Eukaryotic translation initiation factor 4E (Mus musculus) + Eukaryotic translation …;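 active means inhibition above about 30%, limit read from the data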;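 further: 0% = full FRET control wells and 100% = background wells lacking eIF4GI fragment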
EP2 antag: human EP2 receptor antagonists, primary screen, TR-FRET cAMP, C6 glioma cells. Prostaglandin E2 receptor EP2 subtype (Homo sapiens), P43116. C6 glioma cells expressing human EP2; cells stimulated with saturating PGE2. inhibition, % at 25 µM. actives 0.52% (n = 260,000);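 active means percent inhibition above 40 after rounding to a whole number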;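 further: rat C6 glioma host cells with rolipram phosphodiesterase inhibitor present; the protocol text gives 20 µM as final concentration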
Target sequence (P43116 whole entry, looked up): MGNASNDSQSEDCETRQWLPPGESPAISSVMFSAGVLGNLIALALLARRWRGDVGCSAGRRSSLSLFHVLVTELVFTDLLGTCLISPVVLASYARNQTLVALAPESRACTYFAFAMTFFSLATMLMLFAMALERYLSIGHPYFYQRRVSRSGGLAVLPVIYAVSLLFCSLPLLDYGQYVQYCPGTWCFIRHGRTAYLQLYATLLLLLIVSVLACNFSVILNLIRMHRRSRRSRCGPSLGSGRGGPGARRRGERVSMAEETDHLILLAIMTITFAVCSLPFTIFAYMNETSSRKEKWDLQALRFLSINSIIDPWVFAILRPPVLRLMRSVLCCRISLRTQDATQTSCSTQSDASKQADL
EP2 modulator: EP2 receptor modulators, cAMP readout, primary screen, cell-based, HTRF cAMP, PGE2 stimulation; actives 0.83% (n = 260,000); Prostaglandin E2 receptor EP2 subtype (Homo sapiens), P43116; induction, % at 25 µM; EP2-expressing cells, cAMP HTRF FRET, PGE2 co-stimulation;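 active means compounds whose cAMP rise, as percent of the full-agonist control response, exceeds 60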;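 further: rat C6 glioma line stably carrying human EP2 under a CMV promoter; the protocol text gives 20 µM as final concentration; 100% = response of wells given 1 µM PGE2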
Tb hexokinase: Trypanosoma brucei hexokinase 1 inhibitors, primary screen, biochemical, G6PDH-coupled NADH absorbance, MLSCN library. actives 0.11% (n = 220,000). recombinant TbHK1, G6PDH-coupled NADH A340. hexokinase 1 [Trypanosoma brucei]. inhibition, % at 10 µM;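 active means inhibition of 50% or more in the single-dose primary screen; inactive means inhibition below 50%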
Rad51 HR inh: human RAD51 strand exchange inhibitors, primary screen, biochemical, fluorescence. DNA repair protein RAD51 homolog 1 (Homo sapiens), Q06609. hRad51 DNA strand exchange, fluorescence dequenching. inhibition, % at 10 µM. actives 0.085% (n = 200,000);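 active means inhibition above 40% at the single screening dose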;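 further: 0% = DMSO control wells and 100% = blanks with heterologous ssDNA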
Target sequence (Q06609 whole entry, looked up): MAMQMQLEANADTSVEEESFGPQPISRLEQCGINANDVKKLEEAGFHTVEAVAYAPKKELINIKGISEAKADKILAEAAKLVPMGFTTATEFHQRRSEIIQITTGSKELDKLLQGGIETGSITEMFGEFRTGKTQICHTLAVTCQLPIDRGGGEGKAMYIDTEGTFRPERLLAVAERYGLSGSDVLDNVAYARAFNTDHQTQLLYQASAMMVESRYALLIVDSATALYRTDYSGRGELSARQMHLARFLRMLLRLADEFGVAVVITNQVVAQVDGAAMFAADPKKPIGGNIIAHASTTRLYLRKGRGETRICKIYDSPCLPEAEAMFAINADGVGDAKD
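Material: hRad51 filaments on single-stranded DNA; Reagent: Donor/quencher-labelled 47-bp dsDNA substrate; Compound: 10 µM final, single point; Schedule: 37 °C 15-min filament assembly, 30-min compound preincubation, 15-min exchange; Technique: FRET fluorescence, excitation 485 nm, emission 520 nm; Benchmarks: control wells and blank wells on each plate.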
Hck Nef HTS: inhibitors of Nef-activated human Hck kinase, primary screen, biochemical, Z-Lyte FRET, 384-well, Hck-YEEI; actives 0.68% (n = 220,000); Tyrosine-protein kinase HCK (Homo sapiens), P08631; Recombinant Hck-YEEI plus Nef, Z-Lyte FRET kinase assay; inhibition, % at 20 µM;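 active means Hck-Nef kinase inhibition above about 50%, limit read from the data; inactive means inhibition below that limit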;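 further: 0% = DMSO with Hck plus Nef and 100% = Hck alone without Nef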
L929 necroptosis: inhibitors of zVAD-triggered necroptosis, primary screen, L929 cells; L929 zVAD necroptosis rescue, ATP luminescence, 24 h; with zVAD 60 µM; viability rescue, % at 10 µM; actives 0.38% (n = 220,000);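 active means activation, scaled between plate controls, above about 75%, limit read from the data; inactive means activation under that limit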;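 further: 0% = zVAD with DMSO and 100% = DMSO alone without zVAD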
14-3-3 Bad PPI: inhibitors of 14-3-3 zeta/Bad binding, primary screen, biochemical, TR-FRET, bovine 14-3-3 zeta; 14-3-3 protein zeta/delta (Bos taurus), P63103; TR-FRET 14-3-3zeta/Dy647-pBad peptide displacement, 1 h; inhibition, % at 21.7 µM; actives 0.71% (n = 220,000); AID 781, 2007;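 active means inhibition above about 70%, limit read from the data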;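 further: 0% = full 14-3-3 plus peptide FRET controls and 100% = background without 14-3-3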
Target sequence (P63103 whole entry, looked up): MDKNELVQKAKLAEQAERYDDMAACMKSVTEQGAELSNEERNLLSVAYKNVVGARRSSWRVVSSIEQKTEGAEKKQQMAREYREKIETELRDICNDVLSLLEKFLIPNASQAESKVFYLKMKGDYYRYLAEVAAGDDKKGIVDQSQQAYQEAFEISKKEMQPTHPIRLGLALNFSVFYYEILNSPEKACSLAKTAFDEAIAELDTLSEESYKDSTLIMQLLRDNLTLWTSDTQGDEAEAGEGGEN
An asterisk follows results filed as active; · = no result given; & = joins results of further samples; [ ] = dose if it differs, or a comment. This is a subset; the hit share may differ from the screen's.

molecule	Calpain2 inh	eIF4E 4G PPI	EP2 antag	EP2 modulator	Tb hexokinase	Rad51 HR inh	Hck Nef HTS	L929 necroptosis	14-3-3 Bad PPI
O=c1ccn([C@@H]2O[C@H](CO)[C@@H](O)[C@H]2O)c(=O)[nH]1	28	-4	15	7	1	0	4	2.2	4
O=C(N/N=C\c1ccc(Cl)cc1Cl)c1sccc1-n1cccc1	-13	0	13	29	-1	3	1	89*	-9[fluorescence artefact?]
Cc1ccc(NC(=O)/C(=C\c2ccc([N+](=O)[O-])cc2)NC(=O)c2ccccc2)cc1	16	-7	31	20	-22	8	-2	0.1	-9
CCCCN(CCCC)c1cn[nH]c(=O)c1Cl	-7	1	14	26	-8	-1	15	-0.5	0
CCCCCC1CC(CC(C)C(=O)Nc2nncs2)C(=O)O1 (stereo not drawn)	6	1	·	34	2	·	1	-0.1	2
O=C(CSc1nnc(-c2ccco2)c(-c2ccco2)n1)Nc1ccccc1	-17	19	18	-5	0	-3	-3	0.5	54[fluorescence artefact?]
CCOC(=O)c1c(C)[nH]c(C(=O)O)c1C	8	-1	3	16	0	0	-1	0.9	-21
O=C(CC1CC2CCC1C2)NCc1cccs1 (stereo not drawn)	-8	2	12&22	-6&-36	-1	4	-4	0.7	8
COc1ccccc1Oc1coc2c(CN3CCOCC3)c(O)ccc2c1=O	-324	-2	11	45	-45	·	-9	0.0	7
Cc1ccc(Cn2nnc3c(=O)[nH]c(C4CCN(S(=O)(=O)c5ccc(F)cc5)CC4)nc32)cc1	-60	-3	·	17	-2	·	-4	0.0	8
O=C(c1c(Cl)nc2sccn12)N1CCN(c2cccc(Cl)c2)CC1	-43	-7	4	-14	-7	-8	0	-0.5	-12
CCOC(=O)c1cc(NC(=O)Nc2nc3ccccc3s2)c(C)nc1C	19	-9	4	11	-8	-6	1	0.0	12

Next section.
molecule	Calpain2 inh	eIF4E 4G PPI	EP2 antag	EP2 modulator	Tb hexokinase	Rad51 HR inh	Hck Nef HTS	L929 necroptosis	14-3-3 Bad PPI
O=C(Nc1ccc(S(=O)(=O)N2CCN(c3ccccc3)CC2)cc1)c1cccs1	12	3	11	0	32	4	-10	0.9	-8
CCC(C)NC(=O)c1csc2c1CCCCC2 (stereo not drawn)	-5	2[fluorescence artefact?]	5	8	-1	6	0	0.5	-1[fluorescence artefact?]
CC(=O)NC(C)C(c1cccs1)N1CCN(c2ccccc2)CC1 (stereo not drawn)	2	2	8	-8	7	-2	3	0.8	13
CCOc1ccc(-c2c(C(=O)N/N=C/c3ccc(O)cc3)nnn2-c2nonc2N)cc1	-5	0	12	-35	-37	·	7	0.4	-4
COC(=O)[C@@H]1C[C@@H]2CC[C@@H](O)C[C@@H]2N1Cc1ccc(Cl)cc1	-20	6	6	7	-13	-7	32	0.8	-3
COC(=O)c1cc(-c2ccccc2)c2c(=O)n(C)c(=O)n(C)c2n1	-72	2	11	17	-17	4	7	-0.6	2
O=C1CC2C(CC(OC(=O)c3ccc(-c4ccccc4)cc3)C2CO)O1 (stereo not drawn)	-4	6	7	-25	-5	-9	-3	-0.1	-5
COc1ccc([N+](=O)[O-])cc1NC(=O)CC1SC(=Nc2cccc(C)c2C)N(/N=C(\C)c2ccc(C)cc2)C1=O (stereo not drawn)	-85	-3	6	-2	-29	1	23	1.5	-9
O=C(CN1CCN(Cc2ccccc2Cl)CC1)N/N=C/c1ccco1	-4	2	10	-32	-10	·	22	0.7	-7
CSc1nnc2c3c4c(sc3c(=O)n(-c3ccccc3)n12)CC(C)(C)OC4	-18	-2	11	2	1	-7	1	-0.3	18
Cc1ccccc1C(=O)NCCSc1ccccc1	-25	·	15	-20	-8	3	0	-0.7	·
CCN(CC)CCN1C(=O)C(=O)/C(=C(/O)c2c(C)[nH]c(C(=O)OC)c2C)C1c1ccccc1OC (stereo not drawn)	-5	6	13	-6	-34	-4	1	0.1	-7

Next section.
molecule	Calpain2 inh	eIF4E 4G PPI	EP2 antag	EP2 modulator	Tb hexokinase	Rad51 HR inh	Hck Nef HTS	L929 necroptosis	14-3-3 Bad PPI
O=C1c2cccnc2C(O)N1Cc1ccco1 (stereo not drawn)	-6	0[fluorescence artefact?]	·	4	-3	·	2	0.0	11[fluorescence artefact?]
C=CCN1C(=O)/C(=C2/Sc3ccc(OC)cc3N2C)SC1=Nc1cccc(O)c1	-73	0	20	-23	3	-16	11	-1.1	20
O=C(NCc1ccccc1)c1cc(S(=O)(=O)N2CCC3(CC2)OCCO3)ccc1F	12	1	5	13	-2	3	2	1.6	-1
COc1ccccc1NC(=O)COc1ccc(C(=O)OCC(=O)N(C(C)C)C(C)C)cc1OC	16	-1	0	-8	-19	1	18	0.2	-8
Cc1ccc(S(=O)(=O)N(C)C)cc1NC(=O)CSc1nc2ccccc2[nH]1	12	2[fluorescence artefact?]	6	-1	8	4	4	1.9	-4
CC(c1nnc(SCC(=O)Nc2ccc3[nH]c(=O)[nH]c3c2)n1Cc1ccccc1)N(C)C (stereo not drawn)	-5	-1	3	2	-3	-1	6	2.6	-3
N#CC1=C(c2ccc(-c3ccccc3)cc2)COC1=O	-67	1	7	-14	-10	-18	24	1.6	-8
COC(=O)C(CCSC)NC(=O)c1cc2c(n(-c3ccccc3)c1=O)CCCC2=O (stereo not drawn)	-24	4	8	9	-21	4	22	0.5	4
C/C(CC(=O)Nc1ccc(N(C)C)cc1)=N\NC(=O)c1ccccn1	-23	4	10	6	-7	-2	0	1.4	4
Cc1ccc(C(=O)Nc2sc3c(c2C(=O)O)CCCCC3)o1	-15	-5	11	-10	-26	-6	0	0.0	-9
CCOC(=O)C1=C(C)N=C2SCCC(=O)N2C1c1cc(Br)ccc1OC (stereo not drawn)	·	·	16	·	2	3	-2	0.1	·
O=C(Nc1ccccc1)Nc1ccc(S(=O)(=O)N2CCCCC2)cc1	-7	-1	14	-10	-2	-12	0	14	-3

Rewritten with values under each structure: 15 of the compounds above.
Each structure is followed by: Calpain2 inh	eIF4E 4G PPI	EP2 antag	EP2 modulator	Tb hexokinase	Rad51 HR inh	Hck Nef HTS	L929 necroptosis	14-3-3 Bad PPI
- O=C1CC2C(CC(OC(=O)c3ccc(-c4ccccc4)cc3)C2CO)O1 (stereo not drawn)
 : -4	6	7	-25	-5	-9	-3	-0.1	-5
- COc1ccc([N+](=O)[O-])cc1NC(=O)CC1SC(=Nc2cccc(C)c2C)N(/N=C(\C)c2ccc(C)cc2)C1=O (stereo not drawn)
 : -85	-3	6	-2	-29	1	23	1.5	-9
- O=C(CN1CCN(Cc2ccccc2Cl)CC1)N/N=C/c1ccco1
 : -4	2	10	-32	-10	·	22	0.7	-7
- CSc1nnc2c3c4c(sc3c(=O)n(-c3ccccc3)n12)CC(C)(C)OC4
 : -18	-2	11	2	1	-7	1	-0.3	18
- Cc1ccccc1C(=O)NCCSc1ccccc1
 : -25	·	15	-20	-8	3	0	-0.7	·
- CCN(CC)CCN1C(=O)C(=O)/C(=C(/O)c2c(C)[nH]c(C(=O)OC)c2C)C1c1ccccc1OC (stereo not drawn)
 : -5	6	13	-6	-34	-4	1	0.1	-7
- O=C1c2cccnc2C(O)N1Cc1ccco1 (stereo not drawn)
 : -6	0[fluorescence artefact?]	·	4	-3	·	2	0.0	11[fluorescence artefact?]
- C=CCN1C(=O)/C(=C2/Sc3ccc(OC)cc3N2C)SC1=Nc1cccc(O)c1
 : -73	0	20	-23	3	-16	11	-1.1	20
- O=C(NCc1ccccc1)c1cc(S(=O)(=O)N2CCC3(CC2)OCCO3)ccc1F
 : 12	1	5	13	-2	3	2	1.6	-1
- COc1ccccc1NC(=O)COc1ccc(C(=O)OCC(=O)N(C(C)C)C(C)C)cc1OC
 : 16	-1	0	-8	-19	1	18	0.2	-8
- Cc1ccc(S(=O)(=O)N(C)C)cc1NC(=O)CSc1nc2ccccc2[nH]1
 : 12	2[fluorescence artefact?]	6	-1	8	4	4	1.9	-4
- CC(c1nnc(SCC(=O)Nc2ccc3[nH]c(=O)[nH]c3c2)n1Cc1ccccc1)N(C)C (stereo not drawn)
 : -5	-1	3	2	-3	-1	6	2.6	-3
- N#CC1=C(c2ccc(-c3ccccc3)cc2)COC1=O
 : -67	1	7	-14	-10	-18	24	1.6	-8
- COC(=O)C(CCSC)NC(=O)c1cc2c(n(-c3ccccc3)c1=O)CCCC2=O (stereo not drawn)
 : -24	4	8	9	-21	4	22	0.5	4
- C/C(CC(=O)Nc1ccc(N(C)C)cc1)=N\NC(=O)c1ccccn1
 : -23	4	10	6	-7	-2	0	1.4	4

Next part.
molecule	Calpain2 inh	eIF4E 4G PPI	EP2 antag	EP2 modulator	Tb hexokinase	Rad51 HR inh	Hck Nef HTS	L929 necroptosis	14-3-3 Bad PPI
C=C1CCN([C@H](C(=O)NCc2ccc(Cl)cc2)C(C)C)S(=O)(=O)c2ccccc21	1	-7	14	8	-6	0	24	0.3	-2
O=C(N/N=C/c1ccc(Cl)cc1)c1cc(-c2cccnc2)nc2ccccc12	-133	4	7	-15	-8	11	17	-1.0	42
CN(Cc1ccccc1)C(=S)Nc1cccnc1	4	4	3	-13	-1	-4	22	0.7	-14
O=C(/C=C/c1cccc([N+](=O)[O-])c1)c1ccc2c(c1)OCCO2	1	-1	13	-14	32	·	0	-0.6	5
CC(C)C[C@@H]1NC(=O)[C@H](Cc2ccc(O)cc2)NC(=O)[C@H](CCC(N)=O)NC(=O)c2cc([N+](=O)[O-])cc(I)c2NCC[C@@H](C(N)=O)NC1=O	-3	8	·	-7	-13	·	-3	2.7	4
O=C1C2C3C=CC(C2C(=O)N1c1nccs1)C1C(=O)N(c2nccs2)C(=O)C31 (stereo not drawn)	-8	-5	9	31	5	2	-4	2.5	-4
N#Cc1cn(Cc2cccc(Cl)c2)c2ccccc12	15	11	11	-49	-2	13	0	0.0	25
NS(=O)(=O)c1ccc(NC(=S)Nc2ccc(Br)c(Cl)c2)cc1	19	5	18	-86	10	-3	24	0.2	-2
CCCS(=O)(=O)c1c(S(=O)(=O)CCC)c2c(C)cccn2c1C(=O)N/N=C/c1cc(O)cc(O)c1	8	0	1	-3	-24	·	-49	2.8	-17
NC(N)=Nc1nc(-c2ccccc2)c2ccccc2n1	-114	3	5	2	-6	-13	21	6.4	-2
O=C(Nc1ccc2ncccc2c1)c1cc(Cl)ccc1Cl	19	1	4	-59	-10	·	18	1.0	0

High-throughput results as filed in PubChem.
